Screening results: PubChem, Sanford-Burnham Center for Chemical Genomics
Siah-1 displacement: blockers of Siah-1 interaction with plectin peptide – biochemical, fluorescence polarization, rhodamine-plectin, uHTS, primary screen (AID 1817) | Siah-1 / rhodamine-plectin peptide fluorescence polarization; higher % means a stronger effect | displacement, % at 20 µM; hits with a dose series show IC50 in µM | 290,000 tested, 0.02% active;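 active = displacement of at least 50% at 20 µM, with a fluorescence ratio check between 0.3 and a set limit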;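 also: plate controls were Siah plus tracer with DMSO for no effect and tracer alone without Siah for full effect; strong numbers were not always called active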
KOR beta-arrestin-1: kappa opioid receptor activators – cell-based, luminescence, uHTS, primary screen (AID 1777) | 280,000 tested, 0.02% active | KOR beta-arrestin recruitment, luminescence; higher % means a stronger effect | activation, % at 10 µM; hits with a dose series show EC50 in µM; in the data active = activation above about 50%, passing the limit was not always enough; also: a part of the inactive calls stands beside numbers as strong as those of hits
GPR55 beta-arrestin: GPR55 agonists via beta-arrestin recruitment, primary screen, imaging, U2OS cells, beta-arrestin-GFP redistribution (AID 1961) | 290,000 tested, 0.048% active | U2OS GPR55 beta-arrestin-GFP redistribution imaging; higher % means a stronger effect | activation, % at 10 µM, or EC50 in µM where a hit was titrated;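 active = activation above 40% with more than 50 cells counted in the well; inconclusive = wells holding fewer than 50 cells, flagged as toxic or sparse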;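 also: U2OS osteosarcoma cells stably expressing GPR55 and beta-arrestin-GFP; plate controls were DMSO negative control for no effect and LPI positive control for full effect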
NOD1 NF-kB reporter: NOD1 signaling inhibitors, primary screen, cell-based, luminescence, uHTS (AID 1578). NOD1-driven NF-kB luciferase reporter cells, luminescence; higher % means a stronger effect. 290,000 tested, 1% active. inhibition, % at 4 µM; hits with a dose series show EC50 in µM; in the data active = inhibition mostly above about 36%, no sharp cut-off; inactive = mostly below about 34%;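 also: HEK-293T reporter cells stimulated with the NOD1 agonist gamma-tri-DAP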
HIV fusion peptide: inhibitors of HIV fusion peptide binding, primary screen, biochemical, uHTS, fluorescence dequenching (AID 1986) | inhibition, % at 20 µM; hits with a dose series show IC50 in µM | 290,000 tested, 0.3% active | cell-free peptide binding, fluorescence dequenching, 30 min; higher % means a stronger effect; in the data active = inhibition mostly above about 52%, no sharp cut-off; inactive = mostly below about 76%; also: some results filed as inactive read as strong as hits
AID2073: inhibitors of Mint1-CaV2.2 protein interaction, biochemical, HTRF (AID 2073); HTRF protein-protein interaction, Mint1-CaV2.2; higher % means a stronger effect; inhibition, % at 20 µM; hits with a dose series show IC50 in µM; 290,000 tested, 0.19% active; in the data active = inhibition mostly above about 51%, no sharp cut-off; inconclusive = no clear call, values can overlap the other calls; inactive = mostly below about 53%; also: some results filed as inactive read as strong as hits
KOR beta-arrestin-2: kappa opioid receptor blockers – cell-based, luminescence, uHTS (AID 1778); KOR beta-arrestin recruitment, luminescence, antagonist mode; higher % means a stronger effect; one-dose inhibition, % at 10 µM; IC50 in µM for titrated hits; 290,000 tested, 0.091% active; in the data active = inhibition above about 50%; also: strong numbers were not always called active
GPR55 antagonists: inhibition of LPI-stimulated GPR55 beta-arrestin translocation – imaging, U2OS, beta-arrestin-GFP, LPI agonist, primary screen (AID 2013). 290,000 tested, 0.13% active. U2OS GPR55 beta-arrestin-GFP translocation imaging, LPI antagonism; higher % means a stronger effect. inhibition, % at 10 µM; hits with a dose series show IC50 in µM;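 active = spots per cell inhibited over 60%, with over 100 cells counted and total cytoplasm intensity under 500,000; inconclusive = wells with under 100 cells, flagged as likely toxic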;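 also: U2OS cells stably carrying GPR55 and arrestin-GFP stimulated by 5 µM LPI near EC80; imaged beta-arrestin-GFP aggregate spots per cell after agonist stimulation; plate controls were LPI-stimulated DMSO wells for no effect and DMSO wells without LPI for full effect; some results filed as inactive read as strong as hits; confirmed hits need IC50 under 10 µM and bright autofluorescent wells are also inconclusive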
GPR35 arrestin U2OS: GPR35 antagonists blocking zaprinast-driven arrestin recruitment, primary screen, imaging, U2OS, beta-arrestin-GFP, zaprinast agonist (AID 2058); U2OS GPR35 beta-arrestin-GFP translocation imaging, zaprinast antagonism; higher % means a stronger effect; inhibition, % at 10 µM; hits with a dose series show IC50 in µM; 290,000 tested, 0.052% active;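 active = inhibition of at least 50% with at least 30 cells and total cytoplasm GFP at most 10,000,000; inconclusive = under 30 cells or total GFP of 10,000,000 plus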
* = called active by the depositor; u = inconclusive; x = not tested or not shown; [ ] = remark or other dose. Only part of the results is shown (hit frequency here may not be typical).

cpd	structure	Siah-1 displacement	KOR beta-arrestin-1	GPR55 beta-arrestin	NOD1 NF-kB reporter	HIV fusion peptide	AID2073	KOR beta-arrestin-2	GPR55 antagonists	GPR35 arrestin U2OS
1	Cc1ccc(Cn2c(CN3CCOCC3)nc3c2c(=O)n(C)c(=O)n3C)cc1	2%	-4.9%	0.1%	-28%	-2.2%	7%	2%	3%	-13%
2	Cc1cc2c(=O)n(C)c(SCC(=O)c3cc4ccccc4o3)nc2s1	-2%	4.6%	-0.1%	-28%	2.9%	4%	14%	-2%	-1%
3	COCCNC(=O)c1ccccc1NC(=O)C1COc2ccccc2O1 (configuration not stated)	2%	16%	-0.2%	-17%	-2.5%	12%	-21%	3%	5%
4	Cc1ccc(C(=O)N/C(=C\c2cccs2)C(=O)N2CCCCCC2)cc1	-3%	5.7%	0.6%	-2%	0.9%	-5%	1%	7%	3%
5	COc1ccc(OCC(=O)Nc2ccc(NC(=O)c3cccs3)cc2)cc1	8%	0.4%	0.3%	-26%	-1.0%	1%	-25%	9%	7%
6	Cc1cccc(N(CC(=O)NCc2ccccc2)C(=O)CCC(=O)Nc2nccs2)c1	0%	-2.7%	0.5%	-35%	-0.5%	6%	7%	4%	-3%
7	Cc1ccccc1NC(=O)N1c2ccccc2CC1C (configuration not stated)	-1%	-0.7%	-0.1%	-26%	-2.1%	0%	-21%[20 µM]	12%	-8%
8	COc1cccc(-n2c(SCC(N)=O)nc3ccccc3c2=O)c1	8%	-6.4%	-0.4%	-28%	8.0%	8%	-9%	11%	5%
9	OC(COc1ccc(F)cc1Cl)CN1CCC(Cc2ccccc2)CC1 (configuration not stated)	-6%	-1.8%	0.0%	9%	-0.2%	8%	-47%	24%	-6%
10	COCCSc1nnc(NS(=O)(=O)c2ccccc2)s1	8%	2.1%	0.2%	-12%	1.5%	-3%	-3%[20 µM]	2%	3%
11	COc1cc(OC)cc(C(=O)NC2=NCCS2)c1	-3%	-0.8%	-0.1%	-28%	-0.7%	-4%	-18%	2%	2%
12	O=C(NCc1ccco1)C1CCCN1C(=O)Nc1ccc(Cl)cc1 (configuration not stated)	-2%	-0.2%	0.8%	-7%	0.6%	12%	15%	5%	-7%
13	CCOCC(=O)Nc1nnc(COCC)s1	2%	-2.1%	0.6%	-10%	-1.1%	-3%	25%	21%	-3%
14	Cc1coc2c1c(C)cc1oc(=O)c(CC(=O)NCCCN3CCCC3=O)c(C)c12	2%	-0.8%	0.2%	-10%	2.6%	29%	11%[20 µM]	6%	-9%
15	C/C(=N\NC(=S)NCCc1ccccc1)c1ccc(C)cc1	11%	-4.7%	-0.2%	-23%	-2.2%	-7%	12%	9%	-7%
16	O=C(O)Cc1ccc(C(=O)c2cccs2)s1	-3%	0.8%	-0.2%	-10%	-1.4%	13%	8%	3%	6%
17	CS(=O)(=O)N1CCC(C(=O)NCc2ccc3c(c2)OCO3)CC1	-4%	5.8%	-0.3%	-17%	-0.4%	-10%	-26%	10%	0%
18	Cc1cc(NN)nc(Cc2ccccc2)n1	1%	0.1%	-0.1%	1%	-0.9%	10%	46%	9%	-3%
19	Cc1ccc2cccc(Oc3ncnc4scc(-c5ccccc5)c34)c2n1	9%	-4.0%	-0.2%	33%	1.5%	8%	-20%	78%*	21%
20	CSC1=NC(NCCCO)c2c(sc3c2CC(C)(C)OC3)N1 (configuration not stated)	-1%	1.2%	-0.1%	-10%	-1.3%	2%	-38%	-6%	-16%

[21] O=C(NCC1(c2ccccc2)CCCC1)C1(c2ccccc2)CCCC1
[22] O=C(CC(NC(=O)c1ccccc1Cl)c1ccccc1)Nc1ccc2c(c1)OCO2 (configuration not stated)
[23] O=C1CCCN1c1ccc(Br)cc1
[24] CO/N=C(\CCC(=O)O)c1cccs1
[25] CCCCN(C)C(=O)c1cn(CC)c2nc(C)ccc2c1=O
[26] COc1ccc(F)c(-c2nc(CN3CCN(C(=O)c4ccco4)CC3)c(C)o2)c1
[27] CCc1nc(SCC(=O)Nc2nccs2)c2oc3ccccc3c2n1
[28] O=S(=O)(c1ccc(NC(=S)NCc2ccco2)cc1)N1CCCCC1
compound no.	21	22	23	24	25	26	27	28
Siah-1 displacement	-9%	2%	-1%	5%	1%	0%	5%	2%
KOR beta-arrestin-1	-3.7%	5.9%	-0.1%	1.8%	2.5%	1.3%	2.9%	-2.4%
GPR55 beta-arrestin	1.0%	-0.1%	0.6%	-0.1%	0.1%	0.4%	-0.5%	0.1%
NOD1 NF-kB reporter	4%	-23%	-7%	-4%	-4%	-23%	-15%	-2%
HIV fusion peptide	0.7%	-1.6%	-2.3%	1.6%	0.7%	0.1%	0.8%	-0.4%
AID2073	-2%	-4%	4%	13%	2%	-3%	30%	-1%
KOR beta-arrestin-2	15%	35%	-35%	11%	-12%	1%	-19%	0%
GPR55 antagonists	15%	7%	-1%	21%	8%	1%	-1%	5%
GPR35 arrestin U2OS	12%	7%	2%	30%	5%	25%	-2%	-6%

[29] O=C(Nc1cccnc1)c1ccc(COc2ccccc2Br)o1
[30] CC(C)C[C@H](NC(=O)c1[nH]cnc1C(=O)N[C@H](C)c1ccccc1)C(=O)OCc1ccccc1
[31] COc1cccc(NC(=S)NN2CCN(C)CC2)c1
[32] COc1ccccc1/C=C1\SC(=S)N(CC(=O)NC2CCS(=O)(=O)C2)C1=O (configuration not stated)
[33] O=C(CCCN1C(=O)c2cccc3cccc(c23)C1=O)N1CCN(Cc2ccc3c(c2)OCO3)CC1
[34] CCOC(=O)c1c[nH]c2c3c(ccc2c1=O)CCCC3
[35] N/C(=N\OC(=O)c1ccc(Br)o1)c1ccccn1
[36] Cn1cc(CN2CCC(C(=O)Nc3cccc(-c4cscn4)c3)CC2)cn1
compound no.	29	30	31	32	33	34	35	36
Siah-1 displacement	2%	-4%	0%	9%	2%	-1%	-2%	-1%
KOR beta-arrestin-1	-2.3%	-3.8%	2.5%	1.2%	5.3%	0.9%	-6.4%	-2.9%
GPR55 beta-arrestin	0.2%	-0.2%	0.3%	-0.1%	-0.1%	-0.1%	-0.1%	-0.1%
NOD1 NF-kB reporter	-9%	-38%	4%	-24%	x	-18%	6%	2%
HIV fusion peptide	-1.2%	-0.2%	-2.5%	0.4%	-4.2%	-1.4%	0.0%	2.3%
AID2073	20%	7%	-47%	1%	-1%	7%	8%	7%
KOR beta-arrestin-2	12%	13%	-31%	4%	3%	-7%	1%[20 µM]	1%
GPR55 antagonists	-22%	2%	2%	-3%	-22%	0%	14%	0%
GPR35 arrestin U2OS	-2%	8%	-2%	-10%	-10%	-10%	-1%	3%

In another format: results already given.
Every second line gives: Siah-1 displacement | KOR beta-arrestin-1 | GPR55 beta-arrestin | NOD1 NF-kB reporter | HIV fusion peptide | AID2073 | KOR beta-arrestin-2 | GPR55 antagonists | GPR35 arrestin U2OS
(29) O=C(Nc1cccnc1)c1ccc(COc2ccccc2Br)o1
→ 2% | -2.3% | 0.2% | -9% | -1.2% | 20% | 12% | -22% | -2%
(30) CC(C)C[C@H](NC(=O)c1[nH]cnc1C(=O)N[C@H](C)c1ccccc1)C(=O)OCc1ccccc1
→ -4% | -3.8% | -0.2% | -38% | -0.2% | 7% | 13% | 2% | 8%
(31) COc1cccc(NC(=S)NN2CCN(C)CC2)c1
→ 0% | 2.5% | 0.3% | 4% | -2.5% | -47% | -31% | 2% | -2%
(32) COc1ccccc1/C=C1\SC(=S)N(CC(=O)NC2CCS(=O)(=O)C2)C1=O (configuration not stated)
→ 9% | 1.2% | -0.1% | -24% | 0.4% | 1% | 4% | -3% | -10%

The list continues:
[37] CC1CCCCN1CCCNC(=O)Cn1c(=O)c2cccn2c2ccccc21 (configuration not stated)
[38] Cc1nc(CNS(=O)(=O)c2ccc(Oc3ccccc3)cc2)cs1
[39] Cc1ccc(CN(C)S(=O)(=O)c2c(C)noc2/C=C/N(C)C)cc1
[40] Cn1cc(/C=C(\NC(=O)c2ccccc2Cl)C(=O)NCCCN2CCOCC2)c2ccccc21
[41] Nc1nnc(CC(=O)N/N=C/c2ccc([N+](=O)[O-])cc2)s1
[42] O=C(CNC(=O)c1ccccc1)NCC1COc2ccccc2O1 (configuration not stated)
[43] O=C1NN(c2ccccc2)C(=O)/C1=C/c1ccc(-c2cccc(C(=O)O)c2)o1
[44] COc1cc2c(cc1OC)C(c1cc([N+](=O)[O-])ccc1O)NCC2 (configuration not stated)
compound no.	37	38	39	40	41	42	43	44
Siah-1 displacement	6%	-2%	7%	0%	8%	-4%	-2%	0%
KOR beta-arrestin-1	-0.7%	-0.6%	-7.5%	-3.8%	4.1%	-4.3%	-1.3%	x
GPR55 beta-arrestin	-0.4%	0.1%	-0.1%	-0.2%	0.0%	0.2%	0.0%	-0.1%
NOD1 NF-kB reporter	-41%	31%	-25%	-14%	-13%	14%	0%	34%
HIV fusion peptide	0.7%	0.9%	-0.8%	-0.4%	-2.4%	-3.2%	29%	-3.6%
AID2073	12%	2%	-5%	-5%	-19%	-6%	0%	-14%
KOR beta-arrestin-2	12%	18%	-65%	4%	-19%	-30%	24%	-22%[20 µM]
GPR55 antagonists	5%	8%	2%	2%	12%	1%	8%	14%
GPR35 arrestin U2OS	10%	-9%	5%	-4%	-6%	-12%	0%	8%

[45] COCCOC(=O)C1=C(C)NC(=O)NC1c1ccco1 (configuration not stated)
[46] O=C(c1ccc2c(c1)OCO2)C1CCCN(Cc2c(F)ccc(F)c2F)C1 (configuration not stated)
[47] NC(=O)CSc1nc2ccccc2nc1SCC(N)=O
[48] O=C(O)c1ccc(Nc2nc(-c3ccccc3)cs2)cc1
[49] CN1C2CCC1CC(OC(c1ccccc1)c1ccccc1)C2 (configuration not stated)
[50] COc1ccc(OCC(=O)Nc2ccc3c(c2)nc(CCNC(C)=O)n3C)cc1
[51] COc1cccc(NC2CC(=O)N(CCc3ccccc3)C2=O)c1 (configuration not stated)
[52] CS(=O)(=O)N(CC(=O)O)c1ccc2c(c1)OCO2
compound no.	45	46	47	48	49	50	51	52
Siah-1 displacement	-7%	-2%	4%	3%	14%	-6%	-1%	-1%
KOR beta-arrestin-1	x	-2.7%	-2.2%	-1.7%	3.3%	-7.0%	-2.6%	-5.1%
GPR55 beta-arrestin	-0.1%	0.2%	-0.2%	0.3%	0.0%	-0.1%	-0.1%	0.0%
NOD1 NF-kB reporter	-1%	-14%	-13%	-46%	6%	14%	12%	-20%
HIV fusion peptide	-0.9%	-1.1%	0.6%	16%	-0.8%	0.6%	2.0%	1.7%
AID2073	u	-1%	0%	0%	3%	-1%	3%	10%
KOR beta-arrestin-2	-30%	30%	18%	1%	24%	-11%	-13%	-8%
GPR55 antagonists	9%	12%	0%	1%	14%	4%	-6%	8%
GPR35 arrestin U2OS	1%	-5%	4%	7%	-17%	8%	5%	-5%
